Source: PubChem BioAssay
pAkt inh: Akt phosphorylation inhibition; Neuro2A IGF-stimulated pAkt S473 HTRF, 20 min; active compounds read low; activity change, % for hits at 50 µM; hit rate 0.32% among 360,000; AID 651550; in the data active means activity change below about -80%; inconclusive means mostly about -51% to -80%; further: on the % scale 0 is the no-effect control and ±100 the full control effect
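Neuro2A cells in DMEM with 0.5% FBS, overnight at 37 deg C, given compound at single 50 µM final, then IGF (6 nM final) for 20 min at 37 deg C. Lysed; phospho-Akt Ser473 by HTRF after 24 h, 665/615 ratio.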
Nrf2 ARE act: activators of Nrf2 (ARE) signaling. Potency, µM (top dose mostly 46.1 µM), for the others: top-dose activation, hits mostly activators. AREc32 ARE-luciferase reporter (MCF7-derived line), luminescence, 24 h. AID 624171. hit rate 0.31% among 410,000; further: potency means the concentration at half of the fitted maximal effect; % of control where 0% means no effect; nearly all actives have a fitted effect of over 65% in size
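ARE activation measured as luciferase luminescence (Steady-Glo, 30 min RT) in AREc32_Fluc cells after 24 hr compound exposure at 37 deg C, 5% CO2; cells seeded overnight at 1000/well in OPTI-MEM, 5% FBS.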
EPAC2 ag: EPAC2 (human) agonism; EPAC2 activation, biochemical qHTS; response scale: 100% = 6.5 mM cAMP response; Potency, µM (titrated, usually from 154 µM), inactives show at the highest dose activation, usual class: activators; hit rate 0.079% among 360,000; AID 720711; further: potency means the concentration at half of the fitted maximal effect; nearly all actives have a fitted effect of over 50% in size
Target sequence (Q8WZA2 whole entry, looked up): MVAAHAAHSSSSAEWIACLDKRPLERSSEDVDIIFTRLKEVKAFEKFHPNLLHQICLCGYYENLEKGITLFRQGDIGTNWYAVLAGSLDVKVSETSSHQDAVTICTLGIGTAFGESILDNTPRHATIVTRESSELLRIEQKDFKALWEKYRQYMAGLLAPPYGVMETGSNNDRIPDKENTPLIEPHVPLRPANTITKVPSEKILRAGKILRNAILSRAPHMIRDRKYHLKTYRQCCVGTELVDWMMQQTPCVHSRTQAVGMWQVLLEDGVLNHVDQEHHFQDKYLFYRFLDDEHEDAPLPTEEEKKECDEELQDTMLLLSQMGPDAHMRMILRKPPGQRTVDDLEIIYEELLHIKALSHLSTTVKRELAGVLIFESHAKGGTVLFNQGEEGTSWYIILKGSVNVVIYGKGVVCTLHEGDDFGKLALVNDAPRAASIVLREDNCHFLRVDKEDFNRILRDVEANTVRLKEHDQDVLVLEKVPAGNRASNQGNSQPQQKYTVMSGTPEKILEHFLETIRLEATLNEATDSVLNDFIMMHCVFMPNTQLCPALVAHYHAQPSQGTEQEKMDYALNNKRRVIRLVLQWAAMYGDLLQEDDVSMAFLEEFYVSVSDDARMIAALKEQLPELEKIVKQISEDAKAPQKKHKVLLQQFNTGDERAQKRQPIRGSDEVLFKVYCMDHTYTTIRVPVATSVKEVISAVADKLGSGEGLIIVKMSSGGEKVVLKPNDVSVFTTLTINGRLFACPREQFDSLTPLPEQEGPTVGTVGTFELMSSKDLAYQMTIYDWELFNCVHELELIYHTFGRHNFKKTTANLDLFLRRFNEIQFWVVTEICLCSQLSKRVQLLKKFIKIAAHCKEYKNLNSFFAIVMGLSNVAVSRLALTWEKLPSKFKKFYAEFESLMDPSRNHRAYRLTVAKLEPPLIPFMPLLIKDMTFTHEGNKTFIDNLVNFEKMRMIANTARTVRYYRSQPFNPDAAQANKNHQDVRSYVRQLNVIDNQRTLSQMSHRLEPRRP
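Readout is BODIPY fluorescence (480 nm excitation, 540 nm emission), which falls as labeled GDP is exchanged off Rap1B. EPAC2 at 100 nM acted on 250 nM RAP1B-BODIPY-GDP with 50 uM GDP present.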
Nrf2 block: blocks Nrf2 signaling. hit rate 2.1% among 360,000. A549 ARE-Fluc reporter, luciferase luminescence, 18-24 h. Potency, µM (highest dose often 46 µM), without a hit: top-dose activity change, negative = inhibition, actives largely listed as inhibitors; further: potency means the concentration at half of the fitted maximal effect; on the % scale 0 is the no-effect control and ±100 the full control effect; nearly all actives have a fitted effect of over 60% in size
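Two sequential reads on A549 ARE_Fluc cells exposed to compound for 18-24 h: a CellTiter-Fluor fluorescence read for viability, then a luciferase luminescence read for Nrf2/ARE activity.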
A549 tox: counter-screen for Nrf2 inhibitors: cytotoxicity in A549 cells | A549 ARE-Fluc cells, CellTiter-Fluor viability, 18-24 h | Potency, µM (doses to about 46 µM), without a hit: top-dose activity change, negative = cytotoxicity, hits mostly inhibitors | hit rate 0.16% among 390,000 | AID 504648; further: potency means the concentration at half of the fitted maximal effect; on the % scale 0 is the no-effect control and ±100 the full control effect
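Cytotoxicity counterscreen: CellTiter-Fluor fluorescence was measured in A549 ARE_Fluc cells after 18-24 h of compound exposure in a concentration series. The subsequent BugLite luminescent read reports ARE-luciferase activity.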
TGFb SMAD3 inh: blocks TGF-b signaling; AID 588855; HepG2 CAGA-GFP TGF-b/SMAD3 reporter, GFP fluorescence, 18 h; TGF-beta stimulated, 500 pg/mL final; hit rate 1.2% among 410,000; Potency, µM (titrated, usually from 46.1 µM), for the others: top-dose activity, negative = inhibition, usual class: inhibitors; further: potency means the concentration at half of the fitted maximal effect; on the % scale 0 is the no-effect control and ±100 the full control effect; nearly all actives have a fitted effect of over 65% in size
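Per well, imaged GFP fluorescence of HEPG2 CAGA-GFP cells gives the signal; cells get compound, then TGF-beta (500 pg/mL final), 18 h at 37 degrees C; %Activity versus -TGF-beta and +DMSO controls.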
EPAC2 antag: blocks human EPAC2 exchange factor. AID 720708. Q8WZA2. Potency, µM (highest dose often 114 µM), inactives show top-dose activity, negative = inhibition, actives largely listed as inhibitors. EPAC2 GEF exchange of Rap1B-BODIPY-GDP, fluorescence. hit rate 0.18% among 360,000; further: potency means the concentration at half of the fitted maximal effect; on the % scale 0 is the no-effect control and ±100 the full control effect; nearly all actives have a fitted effect of over 45% in size; many of its hits are not listed in these tables
MmCpn inh: inhibitors of Methanococcus maripaludis chaperonin (MmCpn); purified Mm-Cpn ATPase, ADP Transcreener TR-FRET; Potency, µM (top dose mostly 76.9 µM), without a hit: top-dose activity, negative = inhibition, most hits filed as inhibitors; hit rate 0.031% among 330,000; AID 504842; further: potency means the concentration at half of the fitted maximal effect; on the % scale 0 is the no-effect control and ±100 the full control effect; nearly all actives have a fitted effect of over 80% in size
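Purified archaeal chaperonin (25 nM final) was preincubated with compound for 10 min at 37°C, then ATP (10 uM final) was added for 30 min at 37°C in Tris pH 7.4/KCl/MgCl2/DTT buffer. ADP was quantified by HTRF Transcreener TR-FRET.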
CCT chaperon mod: modulators of cytosolic chaperonin (CCT/TRiC) activity; AID 651819; hit rate 0.3% among 360,000; activity change, % (concentration not given with the values), hits read low; purified chaperonin ATPase assay, HTRF ADP detection, 30 min; in the data active means activity change below about -30%; further: on the % scale 0 is the no-effect control and ±100 the full control effect
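Nucleotide hydrolysis assay: TRiC at 20–40 nM final (set by batch activity) with 10 uM ATP, 30 min at 37 °C, in presence of 76 uM compound. Detection by competitive ADP HTRF, 30 min ambient.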
An asterisk follows results filed as active; i = inactive; ? = inconclusive; / = no result given; & = joins results of further samples; [ ] = another dose, or the depositor's remark. Unless noted, the call rests on the fitted dose curve; in most records, active means well fitted curve in the direction sought with a large enough effect; inconclusive means small, poorly fitted or top-dose-only effect, or another doubt; inactive means no such curve, though single readings can be large; an effect the other way counts as inactive or inconclusive. The list is partial; count on the stated rates, not on these rows.

SMILES | pAkt inh | Nrf2 ARE act | EPAC2 ag | Nrf2 block | A549 tox | TGFb SMAD3 inh | EPAC2 antag | MmCpn inh | CCT chaperon mod
CCc1ccc(OCCSc2nc(-c3cccc(C)c3)nc3cc(=O)[nH]n23)cc1 | / | -1.0% | / | ? | -0.8% | -21.2% | / | / | /
Cc1ccccc1OCCCC(=O)Nc1ccc(S(=O)(=O)Nc2onc(C)c2C)cc1 | i | 0.3% | -3.1% | 7.8% | 4.3% | 16.3% | -4.6% | 0.2% | 2.3
O=C(CNC(=O)c1cccs1)N/N=C/c1ccc(O)cc1O | i | 0.4% | 13.4% | -5.9% | -1.2% | ? | 10.3% | 1.0% | -2.2
CNC(=S)N(CCCN(C)C)Cc1cc2cc3c(cc2[nH]c1=O)OCCO3 | i | -0.3% | 4.2% | 12.1% | -2.7% | -9.5% | 2.9% | 0.7% | 0.1
Cc1ccnc2c1ccc1c(C)ccnc12 | i | -2.8% | 13.9% | ? | ? | 4.47µM* | -8.2% | -5.2% | 0.0
COc1cc(/C=N/NC(=O)c2ccncc2)ccc1OCC(=O)Nc1ccccc1 | i | 5.0% | 3.0% | ? | 10.9% | 37.5%[activator] | -7.0% | 2.8% | -0.5
O=C(NCC(=O)N(Cc1cccs1)C(C(=O)NC1CCCC1)c1ccco1)c1cccs1 (stereo not drawn) | i | 0.2% | 8.4% | -5.4% | -5.4% | -0.3% | 8.7% | -0.3% | 2.6
CCN(CC)S(=O)(=O)c1ccc(C(=O)NCc2nnc(SCC(=O)OC)n2C)cc1 | / | 0.0% | 12.0% | / | -4.5% | -9.1% | -0.7% | 2.2% | -1.3
O=C(CSc1nc2scc(-c3ccccc3)c2c(=O)[nH]1)N1CCCCC1 | i | -0.8% | 2.0% | ? | -1.0% | -1.7% | -7.1% | -2.6% | 1.5
COc1ccc(OC)c(NC(=O)C(Sc2ccccc2)c2ccccc2)c1 (stereo not drawn) | i | 0.1% | 10.4% | / | 1.3% | -12.1% | -1.9% | -1.6% | 0.8
COCCNC(=O)CN(C(=O)CCC(=O)Nc1cc(C)on1)c1ccccc1C | i | -0.1% | 11.3% | 16.1% | -4.1% | -23.8% | -0.7% | -14.2% | -2.9
COc1ccc(CN(C(=O)c2cc3ccccc3oc2=O)C2CCCCC2)cc1OC | i | 2.4% | -9.7% | 7.5% | -3.7% | ? | -0.5% | 2.3% | -0.2
CCOC(=O)N1CCN(C(=O)CSc2nc(-c3cccc(C)c3)ns2)CC1 | i | -0.1% | 5.4% | -10.3% | 3.6% | -1.1% | -3.1% | -2.1% | -4.9
CC(CNC(=O)Cn1c(-c2cccs2)cc2cc(Cl)ccc21)c1ccccc1 (stereo not drawn) | / | -0.7% | / | -29.5% | 11.8% | -17.5% | / | / | /
CN(C)S(=O)(=O)c1ccc(C(=O)Nc2ccccc2F)cc1 | i | -0.3% | 0.9% | 4.8% | 3.6% | 54.5%[activator] | 11.3% | 1.4% | -0.9
Clc1ncc(CSc2ccccc2)s1 | i | 0.7% | 5.8% | -0.7% | -2.7% | 0.1% | -19.2% | 0.0% | 0.6
CCc1c(C)c2ccc(O)c(CN(C)C)c2oc1=O | i | -0.7% | 9.0% | 23.4% | 14.8% | 30.8% | -12.9% | -13.9% | -0.3
CCOc1cc(C2CC(=O)Nc3c2c(C)nn3-c2nc(C)cc(C)n2)ccc1O (stereo not drawn) | / | -1.3% | / | 0.1% | 3.9% | 20.0% | / | / | /
CN(Cc1ccccc1)S(=O)(=O)c1cc2c3c(c1)CCN3C(=O)CC2 | i | -0.6% | -4.3% | -19.3% | 5.4% | -10.9% | 4.4% | -4.2% | -7.3
Clc1ccccc1/C=C/c1nc(-c2cccnc2)no1 | i | 30.1% | 1.3% | ? | 8.3% | 8.7% | 3.3% | 1.3% | -2.5
Cc1ccc(NC(=O)c2nc(S(C)(=O)=O)ncc2N(Cc2ccc(C(C)(C)C)cc2)Cc2ccco2)cc1C | / | 0.2% | / | 0.8% | 12.2% | -11.5% | / | / | /
Cc1ccc(-n2ncc(C(=O)NCCN3CCN(C)CC3)c2C2CCN(C(=O)OC(C)(C)C)CC2)c(C)c1 | / | 0.9% | / | -14.2% | 6.4% | -5.2% | / | / | /
CCCOc1ccc(NC(=O)C2CC(=O)N/C(=N/N=C(C)/C=C/c3ccc(N(C)C)cc3)S2)cc1 (stereo not drawn) | i | 4.2% | 10.1% | ? | ? | -16.5% | 20.6% | -2.3% | 3.7
c1ccc2c(c1)NC(CN1CCOCC1)CO2 (stereo not drawn) | i | 2.1% | 2.7% | 22.9% | 1.0% | ? | -0.4% | -0.1% | -3.8
CC(=O)N1CCN(C(=O)COC(=O)COc2ccc(C#N)cc2)CC1 | i | -0.2% | 2.8% | 4.2% | 1.3% | -3.0% | 13.2% | 0.0% | -0.9
Carrying on.
SMILES | pAkt inh | Nrf2 ARE act | EPAC2 ag | Nrf2 block | A549 tox | TGFb SMAD3 inh | EPAC2 antag | MmCpn inh | CCT chaperon mod
CN1CCN(S(=O)(=O)c2ccc3c4c(cccc24)C(=O)N3)CC1 | i | 2.7% | 7.4% | 0.3% | 7.9% | -4.2% | 4.9% | -2.4% | -2.1
CC1=NN(C(N)=S)C(=O)C1N=Nc1ccc([N+](=O)[O-])cc1 (stereo not drawn) | i | 0.1% | -13.4% | -2.3% | -7.1% | -23.4% | ? | 2.5% | -0.9
COc1ccc(CNC(=O)[C@@H](NC(=O)C2CCN(C(=O)[C@@H]3CCCN3C(=O)OC(C)(C)C)CC2)C(C)C)cc1 | i | -0.7% | 3.5% | -2.2% | -2.0% | -0.1% | 6.3% | 0.3% | -0.5
C=CCC(C(=O)OC)(C(=O)OC)c1ccc(C(F)(F)F)cc1[N+](=O)[O-] | i | 2.4% | -6.5% | -3.5% | -1.2% | 27.7% | -8.2% | 0.0% | 0.6
COc1cc(CNc2ncnc3c2ncn3[C@H]2CN(Cc3ccc4c(c3)OCO4)C[C@@H](CO)O2)cc(OC)c1OC | i | -0.6% | 5.7% | / | / | 3.2% | 10.1% | / | -0.7
Cc1ccc(SCCCCN2CCOCC2)cc1 | i | -0.2% | 1.3% | 6.2% | 0.2% | 14.8% | 16.6% | -2.9% | -0.1
Cc1cc(C(=O)Nc2nccs2)c2cc(F)ccc2n1 | i | 2.7% | 11.6% | ? | 7.0% | -2.9% | -19.5% | 0.9% | -1.2
CCN(CC)C(=S)NC(=O)c1cc(OC)c(OC)c(OC)c1 | i | 0.1% | 1.3% | -4.4% | 4.9% | -0.6% | -0.8% | -0.8% | -0.1
CC(C)(C)NC(=O)NC(=O)COC(=O)c1cc(=O)[nH]c2ccccc12 | i | -0.1% | -5.1% | ? | 1.9% | -9.7% | -5.1% | 1.8% | -0.4
COCCNC(=O)CCCn1c(=O)c2ccccc2n(Cc2cccc([N+](=O)[O-])c2)c1=O | i | -0.7% | 0.1% | -8.6% | -1.7% | 0.8% | -2.7% | 2.2% | -1.3
CCn1nc(C)c(CN2CCCC(CO)(Cc3cccc(Cl)c3)C2)c1C (stereo not drawn) | i | 0.4% | -2.2% | 13.7% | 8.4% | ? | -9.3% | 2.5% | -2.1
Cc1cc(C)n2nc(SCCOc3ccccc3)nc2n1 | i | 2.4% | 2.3% | -0.8% | -1.5% | -16.1% | 12.1% | 0.9% | -1.1
CC(C)Cc1nc(Nc2ccccc2C#N)c2nnn(Cc3ccccc3)c2n1 | i | -0.4%[9.22 µM] | 4.0% | ? | -5.6% | ? | -13.6% | 3.1% | 1.4
Cc1ccc(CNC(=O)CCc2c(C)nc3c4c(C)cc(C)nc4nn3c2C)cc1 | / | -0.8% | / | 1.9% | 0.5% | 8.6% | / | / | /
CC(C)Nc1nc(NNc2nc(Cl)nc(NC(C)(C)C)n2)nc(NC(C)C)n1 | i | 0.2% | -7.1% | -15.2% | 0.9% | -23.5% | 47.7%[activator] | 2.4% | -0.7
CN(C)c1ccc(/C=C/C(=O)c2ccc3c(c2)OCO3)cc1 | i | 0.6% | 100µM* | -2.7% | -2.0% | 21.9% | 58.6%[activator] | -4.5% | 0.5
O=S(=O)(Nc1nc2ccccc2s1)c1ccc(Cl)nc1 | i | -0.6% | 0.1% | -10.0% | -2.9% | -4.1% | -18.8% | -0.9% | 1.5
CCC1CN(C(=O)NCc2ccc(F)cc2)c2ccccc2O1 (stereo not drawn) | i | 1.9%&3.0% | 4.0% | ? | 8.4%&-14.1% | 16.1%&0.0% | -28.6% | -9.1% | -1.5
Cc1ccc(S(=O)(=O)N2CCCC2)cc1C(=O)NCCN1CCOCC1 | i | -0.9% | 4.7% | 8.5% | -5.9% | 16.2% | 6.3% | -2.2% | -0.2
O=C(c1cc2cc(F)ccc2[nH]1)N(Cc1cccnc1)CC1CCCN(C2CCCCC2)C1 (stereo not drawn) | i | 2.1% | -3.7% | 8.7% | -3.4% | -0.5% | -0.6% | -1.1% | -0.2
Cc1c(Cl)cccc1NC(=O)Nc1ccc2snnc2c1 | / | -1.1% | / | 20.6µM* | ? | ? | / | / | /
Cc1c2cnn(-c3ccccc3)c(=O)c2c(C)n1CCCC(=O)N1CCN(C)CC1 | i | 3.9% | -2.8% | -1.5% | 2.6% | -2.3% | -7.6% | 2.3% | 0.6

Molecules above that contain a cyano group:
SMILES | pAkt inh | Nrf2 ARE act | EPAC2 ag | Nrf2 block | A549 tox | TGFb SMAD3 inh | EPAC2 antag | MmCpn inh | CCT chaperon mod
CC(=O)N1CCN(C(=O)COC(=O)COc2ccc(C#N)cc2)CC1 | i | -0.2% | 2.8% | 4.2% | 1.3% | -3.0% | 13.2% | 0.0% | -0.9
CC(C)Cc1nc(Nc2ccccc2C#N)c2nnn(Cc3ccccc3)c2n1 | i | -0.4%[9.22 µM] | 4.0% | ? | -5.6% | ? | -13.6% | 3.1% | 1.4
